# Bioassay records (PubChem)
# E-selectin induc: E-selectin induction on HUVECs; AID 686992; hit rate 0.37% among 260,000; activation, % at 7.58 µM; P16581; HUVEC E-selectin immunofluorescence imaging; normalized: neutral wells 0, TNF-alpha wells 100;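 active = mean E-selectin-positive cell signal at least 10% of the positive control, reached in at least 60% of replicates, without over 20% cell loss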;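 note: in these data hits start at about 27%; measured in HUVEC primary endothelial cells; signal is the percent of cells scored E-selectin positive by PE staining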
#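 System: HUVEC, human umbilical vein endothelial cells; quantity: 3,000 cells/well; buffer or medium: EGM-2 medium, gelatin-coated wells; dosing: single-point compound dose; detection: immunofluorescence imaging; evaluation: % PE-positive cells; benchmarks: TNF-alpha, DMSO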
# Cneo AK release: causes C. neoformans cell lysis; hit rate 0.2% among 360,000; adenylate kinase release luminescence, 4 h; normalised: neutral wells 0, clomiphene wells 100; lysis activity, % at 15 µM;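 active = mean lysis activity across replicates of at least 80%, whatever share of replicates individually reach that level; inactive = mean lysis activity below 80%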
#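 Material – log-phase Cryptococcus neoformans yeast cells · Input – 5 × 10^6 yeast cells/mL · Medium – fresh YPD growth medium · Doses – single compound concentration per well · Timing – static 4 h at 37 °C with compound, 1 h detection · Detection – adenylate kinase release luminescence · Read-out – signal increase indicating cell lysis · Control set – Clomiphene as positive lysis control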
# PglD DTNB: blocks C. jejuni PglD acetyltransferase activity; purified PglD enzyme, DTNB colorimetric CoA detection; inhibition, % at 12.5 µM; hit rate 0.098% among 360,000; in the data active = inhibition above about 16%, passing the limit was not always enough; note: strong numbers were not always called active
# RAD54 branch: inhibitors of human RAD54 branch migration. Q92698. RAD54 Holliday junction branch migration, FAM/BHQ fluorescence. inhibition, % at 10.4 µM. hit rate 0.14% among 360,000. AID 602329;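 active = mean normalized replicate activity at least 40 and at least half of replicates scoring 40 or more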;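 note: 0% = median of neutral control wells and 100% = median of positive control wells; inhibitors cause a drop in the FAM fluorescence signal; in these data hits start at about 50%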
# Target sequence (Q92698 whole entry, looked up): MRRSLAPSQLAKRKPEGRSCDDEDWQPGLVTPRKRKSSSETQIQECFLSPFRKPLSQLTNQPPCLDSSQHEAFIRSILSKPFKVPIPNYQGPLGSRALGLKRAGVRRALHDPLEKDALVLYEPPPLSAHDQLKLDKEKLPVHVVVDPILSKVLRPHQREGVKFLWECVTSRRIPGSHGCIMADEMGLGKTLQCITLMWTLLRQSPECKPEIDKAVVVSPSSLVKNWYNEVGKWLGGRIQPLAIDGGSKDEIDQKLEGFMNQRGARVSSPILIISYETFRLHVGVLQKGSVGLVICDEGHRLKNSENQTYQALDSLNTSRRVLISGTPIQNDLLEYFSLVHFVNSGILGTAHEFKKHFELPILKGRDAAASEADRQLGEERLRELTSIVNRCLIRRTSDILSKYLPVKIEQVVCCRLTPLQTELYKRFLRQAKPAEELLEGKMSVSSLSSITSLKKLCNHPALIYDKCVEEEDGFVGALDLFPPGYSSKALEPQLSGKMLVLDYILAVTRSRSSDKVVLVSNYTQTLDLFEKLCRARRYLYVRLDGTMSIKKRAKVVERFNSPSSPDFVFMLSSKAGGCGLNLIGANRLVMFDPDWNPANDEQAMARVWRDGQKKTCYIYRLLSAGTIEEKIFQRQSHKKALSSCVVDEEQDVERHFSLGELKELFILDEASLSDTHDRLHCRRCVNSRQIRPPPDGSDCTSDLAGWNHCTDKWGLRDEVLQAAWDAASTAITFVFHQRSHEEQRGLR
# RAD52 inh: RAD52 (human) annealing inhibition. P43351. recombinant RAD52 DNA annealing, FRET fluorescence. inhibition, % at 18.7 µM. hit rate 0.46% among 360,000. AID 651710;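 active = every replicate showing at least 50% inhibition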
# miR122 inh: blocks miR-122 activity in Huh7 sensor cells; Huh7 miR-122 Renilla luciferase sensor, 48 h; neutral wells = 0, positive control = 100; hit rate 0.3% among 340,000; activation (reporter increase), % at 12.5 µM;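 active = mean replicate activation score at least 90 and every replicate individually at or above 90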;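 note: higher luciferase means less miR-122 activity so hits act as miR-122 inhibitors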
# ERAP1 HTS inh: ERAP1 (human) enzyme inhibition. Q9NZ08. recombinant ERAP1, Leu-AMC fluorescence, 60 min. inhibition, % at 10.7 µM. hit rate 0.15% among 340,000. AID 652197;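 active = mean replicate inhibition of at least 30%, or all replicates individually reaching that 30% level; inactive = mean below 30% and not every replicate reaching it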;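 note: 0% = neutral control wells and 100% = L-leucinethiol positive control wells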
# PGC1a acetyl inh: lowers PGC1a acetylation signal in U2OS cells; AlphaScreen anti-acetyl-lysine; with virally co-expressed GCN5 acetyltransferase; inhibition, % at 15.6 µM; hit rate 0.17% among 350,000; AID 651687;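 active = every replicate shows inhibition of at least 40%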;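 note: 0% = neutral control wells and 100% = positive control wells; some results beyond the cut were filed as inactive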
# Starred values were filed as active, the others as inactive; . = not tested or not shown; [ ] = remark or other dose.
SMILES,E-selectin induc,Cneo AK release,PglD DTNB,RAD54 branch,RAD52 inh,miR122 inh,ERAP1 HTS inh,PGC1a acetyl inh
C[C@H](CO)N1C[C@H](C)[C@H](CN(C)Cc2ccncc2)Oc2ccc(NC(=O)Cn3cnnn3)cc2C1=O,-5.0,-1,7,-10,-10,-10[16.7 µM],-3,-3
CCCn1nc(C(=O)N2CCN(c3ccccn3)CC2)c2ccccc2c1=O,0.6,-2,-3,-2,-6,9,0,-18
CCOc1ccc(OCC)c(NC(=O)CSc2nnc(Cn3cnc4ccccc43)n2C)c1,.,0,-4,4,.,0,.,-3
Cc1cc(-c2nn(-c3ccccc3F)cc2CN2CCCC(O)C2)c(C)s1 (stereo not given),4.1,2,3,11,-20,3,0,2
O=C(C1CCC(Cn2c(=S)[nH]c3ccccc3c2=O)CC1)N1CCOCC1 (stereo not given),.,-2,3,-12,.,5,.,.
COc1cc(C(C#N)N2CCC(c3ccccc3)=N2)ccc1O (stereo not given),-0.4,-3,-3,3,-21,-3,-4,7
O=C(NCc1ccc2c(c1)OCO2)C1CC(=O)N(c2ccc(Cl)cc2)C1 (stereo not given),.,1,2,-7,-15,0,0,-6
O=C(NCc1ccco1)c1ccccc1-c1nc(-c2ccccc2)no1,.,-1,4,-7,-17,11,2,0
COc1ccc2c(c1)[C@@H]1[C@H](CO2)[C@H](c2ccccc2)[C@]2(C)C(=O)Nc3ccc(C)cc3C(=O)N12,.,-1,-1,5,.,-6,.,-13
O=C(CCN1C(=O)c2ccccc2C1=O)N1CCOCC1,.,3,1,5,.,-7,.,-1
COc1cccc(C(=O)Nc2ccc3c(c2)OC[C@H](C)N(C(C)=O)C[C@@H](C)[C@H](OC)CN(C)C3=O)c1,0.2,.,.,.,18,.,-2,7
CCCN(CCC)Cc1cc(=O)oc2cc(C)ccc12,-0.1,1,-1,0,-13,2,-4,-37
O=C(Nc1ccc(F)cc1)N1C[C@@H]2[C@H](c3ccccc31)[C@H](CO)N2C(=O)Cc1ccccn1,-0.1,6,-1,5,0,21[16.7 µM],1,-4
Cc1cccc(NC(=O)c2cc(S(=O)(=O)N3CCc4ccccc43)cn2C)c1C,0.4,0,-4,-4,-5,-1,3,2
Cc1cc(C(=O)N2CCN(C(c3ccccc3)c3ccccc3)CC2)on1,-0.4,-2,.,-2,-10,4,2,-10
COC(=O)c1cc(S(=O)(=O)N(C)Cc2ccco2)c[nH]1,.,0,1,-3,-12,-1,-3,-17
c1ccc(-c2nnc(CN3CCN(c4ccccc4)CC3)o2)cc1,3.5,-2,2,9,-4,-4,7,11
O=S(=O)(c1cc(F)ccc1F)N1CCN(c2ccccn2)CC1,.,-2,5,-17,-6,-2,-1,2
Cc1ccc(C)c(Nc2cc(C(=O)NCc3cccnc3)c3ccccc3n2)c1,5.0,-23,-3,-5,-24,50,1,-1
C[C@@H](O)C#Cc1ccc([C@@H]2[C@H]3CN(C(=O)Nc4ccccc4)CCCCN3[C@H]2CO)cc1,0.0,3,-1,3,-9,11[16.7 µM],0,11
CCn1nc(NS(=O)(=O)c2ccc(NC(C)=O)cc2)c2cc3ccccc3nc21,.,15,3,-12,-14,0,5,2
CS(=O)(=O)NCc1csc(-c2ccccc2)n1,.,0,-5,1,.,0,.,17
COc1cccc(NC(=O)CNC(=O)Cn2cnc3sc(C)c(C)c3c2=O)c1,.,1,2,2,-10,-2,1,1
COc1ccc(Nc2nc(-c3sc(C)nc3C)cs2)cc1,.,-2,11,3,-8,14,-7,-45

# In the list so far, 2 contain two or more sulfur atoms:
SMILES,E-selectin induc,Cneo AK release,PglD DTNB,RAD54 branch,RAD52 inh,miR122 inh,ERAP1 HTS inh,PGC1a acetyl inh
CS(=O)(=O)NCc1csc(-c2ccccc2)n1,.,0,-5,1,.,0,.,17
COc1ccc(Nc2nc(-c3sc(C)nc3C)cs2)cc1,.,-2,11,3,-8,14,-7,-45

# Later entries
SMILES,E-selectin induc,Cneo AK release,PglD DTNB,RAD54 branch,RAD52 inh,miR122 inh,ERAP1 HTS inh,PGC1a acetyl inh
O=C(NN=Cc1ccc(O)cc1)C(=O)NN=Cc1ccc(O)cc1,3.5,-1,1,-5,-6,.,0,3
O=C(CNc1cccc(S(=O)(=O)N2CCCC2)c1)Nc1ccc(F)cc1F,-0.1,2,1,-4,-7,.,-2,.
COc1ccc(-c2coc3c(C(=O)NCc4ccc(F)c(F)c4)cccc23)c(C)c1,0.1,-7,-1,4,-6,5,1,5
CC(=O)N1CCc2cc(Br)cc(S(=O)(=O)CCC(=O)N3CCN(c4ccccn4)CC3)c21,1.6,0,3,-3,-9,2,0,12
COc1ccc(S(=O)(=O)N2CCCCCC2)cc1C(=O)N(C)Cc1cccc(OC)c1OC,1.6,7,0,-9,2,12,-5,0
C[C@H](CO)N1C[C@H](C)[C@@H](CN(C)Cc2ccc(C(F)(F)F)cc2)Oc2c(NC(=O)c3cnccn3)cccc2C1=O,.,-1,-1,3,-7,114*[16.7 µM],2,13
NCC[C@@H]1CC[C@@H](NC(=O)c2ccccc2F)[C@H](CO)O1,0.2,-1,0,3,4,.,1,3
CC1(C)Cc2nc3sc4c(=O)n(CC(N)=O)cnc4c3cc2CO1,.,-3,11,8,.,0,.,-7
COc1cc(C2C(C#N)=C(N)Oc3c2ccc2ccccc32)ccc1OCC(=O)Nc1ccccc1C (stereo not given),.,0,-2,-9,.,-21,.,.
CN1CCN(c2nc3c(c(=O)[nH]c(=O)n3C)n2CCCSc2nnnn2-c2ccccc2)CC1,2.2,.,.,.,2,-3,-1,-12
O=C(Nc1ccc(C(=O)N2CCCC(CO)C2)cc1)c1ccc(Br)o1 (stereo not given),0.1,4,-2,2,-8,.,1,.
Cc1noc(C)c1NC(=O)N(C)C[C@H]1Oc2ccc(NC(=O)c3ccncc3)cc2C(=O)N([C@@H](C)CO)C[C@H]1C,-2.1,5,-2,9,-10,3[16.7 µM],-1,8
COc1ccccc1C(=O)NC(CCSC)C(=O)NCc1ccccn1 (stereo not given),-0.1,1,-3,-1,-12,-6,-3,4
CCC(Oc1ccccc1)C(=O)Nc1ccc(-c2nnc(-c3ccco3)o2)cc1 (stereo not given),.,2,2,0,.,-5,.,-26
O=C(C[C@@H]1C=C[C@@H](NC(=O)C2CCOCC2)[C@H](CO)O1)Nc1ccc(-c2ccccc2)cc1,-0.1,-10,-1,0,-4,-2[16.7 µM],-1,-14
Cc1cc(C(=O)CCC(=O)NNC(=O)c2ccccc2O)c(C)s1,-0.2,-3,-1,13,-7,-1,1,.
CCNC(=O)C[C@@H]1CC[C@@H]2[C@H](COc3ccc(NC(=O)c4cccs4)cc3C(=O)N2C)O1,0.1,-4,1,-10,0,2[16.7 µM],2,-4
Cn1c(N)c(S(=O)(=O)N2CCN(c3ccccc3F)CC2)c(=O)n(C)c1=O,-0.4,-2,-5,8,-1,-9,1,-1
CCCCN(C)C(=O)c1ccc(Nc2nc(C(N)Cc3ccccc3)cs2)nc1 (stereo not given),0.2,0,4,-7,17,14,1,-12
CCC(=O)N[C@H]1CC[C@H](CC(=O)OC)O[C@@H]1CO,-0.4,-6,0,-2,-13,5[16.7 µM],1,0
COc1ccc(S(=O)(=O)N2CCc3ccccc32)cc1C(=O)Nc1cccnc1,.,-2,-1,2,-10,11,0,-7
CSc1ccccc1OCc1cc(C(=O)N2CCC(Oc3cccnc3)CC2)no1,-0.8,10,5,1,-12,0,2,.
C[C@@H]1CN([C@@H](C)CO)C(=O)c2cc(NC(=O)Nc3ccc(F)cc3)ccc2O[C@@H]1CN(C)C(=O)Nc1ccc2c(c1)OCO2,0.5,.,.,.,-9,-6[16.7 µM],0,-3
COc1ccc(S(=O)(=O)N(C)C[C@@H]2OCCCC[C@H](C)Oc3ccc(NC(=O)Cc4ccccc4)cc3C(=O)N([C@@H](C)CO)C[C@H]2C)cc1,3.4,0,0,7,-35,1[16.7 µM],-4,-6
O=C(CN(Cc1ccccc1Cl)C(=O)CNS(=O)(=O)c1ccccc1)NCC1CCCO1 (stereo not given),.,0,-7,-1,1,2,0,.
C[C@@H]1CN([C@H](C)CO)C(=O)c2cc(NC(=O)NC3CCCCC3)ccc2O[C@@H](C)CCCCO[C@H]1CN(C)S(=O)(=O)c1ccc(F)cc1,0.3,-1,2,-2,-19,-14[16.7 µM],3,-12
CO[C@@H]1CN(C)C(=O)c2cc(NC(=O)Nc3ccccc3F)ccc2OC[C@H](C)N(C)C[C@@H]1C,-0.1,-4,-2,5,5,20[16.7 µM],3,-11
CCOC(=O)CSc1nnc(Cc2cc(=O)[nH]c(=O)[nH]2)n1-c1ccc(Cl)cc1,.,0,-5,-18,.,-2,.,5
C[C@@H]1CN([C@H](C)CO)C(=O)c2c(c3ccccc3n2C)-c2ccccc2CO[C@H]1CN(C)S(=O)(=O)c1ccsc1,-0.6,-4,0,3,10,.,1,-23
CCOC(=O)C1CCCN(c2cc(C)nc3cc(-c4ccc(Cl)cc4)nn23)C1 (stereo not given),.,2,-5,4,.,0,.,-3
Cc1ccc(S(=O)(=O)N[C@@H]2CC[C@H](CCNC(=O)C3CCOCC3)O[C@H]2CO)cc1,-0.2,-1,10,-15,15,.,4,-12
C=CC[C@@H](CC(=O)NCCO)C(=O)NCCOC(=O)[C@@H](CC=C)Cc1ccc(F)cc1,.,0,-2,5,-13,.,-3,.
CCOC(=O)c1c(NC(=O)COC(=O)c2cnccn2)sc(C)c1C,1.7,2,4,2,-9,-4,0,-8
O=C(COc1ccccc1Cl)NC(=S)Nc1ccc(CN2CCOCC2)cc1,-0.7,-1,-3,-4,3,-5,-1,11

# Whole records, looked up by structure. Screens in order: E-selectin induc, Cneo AK release, PglD DTNB, RAD54 branch, RAD52 inh, miR122 inh, ERAP1 HTS inh, PGC1a acetyl inh
# C[C@@H]1CN([C@H](C)CO)C(=O)c2c(c3ccccc3n2C)-c2ccccc2CO[C@H]1CN(C)S(=O)(=O)c1ccsc1 is listed as -0.6, -4, 0, 3, 10, ., 1, -23
# O=C(CN(Cc1ccccc1Cl)C(=O)CNS(=O)(=O)c1ccccc1)NCC1CCCO1 (stereo not given) is listed as ., 0, -7, -1, 1, 2, 0, .
# CO[C@@H]1CN(C)C(=O)c2cc(NC(=O)Nc3ccccc3F)ccc2OC[C@H](C)N(C)C[C@@H]1C is listed as -0.1, -4, -2, 5, 5, 20[16.7 µM], 3, -11

# 4 structures already listed, sorted by count of non-hydrogen atoms, smallest number first:
SMILES,E-selectin induc,Cneo AK release,PglD DTNB,RAD54 branch,RAD52 inh,miR122 inh,ERAP1 HTS inh,PGC1a acetyl inh
Cc1ccc(S(=O)(=O)N[C@@H]2CC[C@H](CCNC(=O)C3CCOCC3)O[C@H]2CO)cc1,-0.2,-1,10,-15,15,.,4,-12
O=C(CN(Cc1ccccc1Cl)C(=O)CNS(=O)(=O)c1ccccc1)NCC1CCCO1 (stereo not given),.,0,-7,-1,1,2,0,.
CO[C@@H]1CN(C)C(=O)c2cc(NC(=O)Nc3ccccc3F)ccc2OC[C@H](C)N(C)C[C@@H]1C,-0.1,-4,-2,5,5,20[16.7 µM],3,-11
C[C@@H]1CN([C@H](C)CO)C(=O)c2c(c3ccccc3n2C)-c2ccccc2CO[C@H]1CN(C)S(=O)(=O)c1ccsc1,-0.6,-4,0,3,10,.,1,-23
